# L3MBTL1 block: blocks human L3MBTL1 | Q9Y468 | AlphaScreen L3MBTL1–H3K9me1 peptide binding | Potency, µM (series often up to 57.1 µM), for inactives: at the top dose activity, negative = inhibition, hits mostly inhibitors | hit rate 0.66% among 230,000; note: nearly all actives have a fitted effect of over 60% in size
#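 L3MBTL1 (50 nM) pre-complexed 30 min with biotinylated H3(1-15)K9me1 peptide (75 nM), then compounds added for 30 min at room temperature; AlphaScreen streptavidin donor/nickel chelate acceptor beads (10 ug/mL final) read after 30 min dark incubation.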
# Tau FP inhib: blocks human tau fibril formation measured by polarization | Potency, µM (series often up to 57.7 µM), without a hit: at the top dose activity, negative = inhibition, most hits filed as inhibitors | hit rate 0.39% among 280,000 | AID 1468 | K18 P301L tau heparin fibrillization, Alexa594 FP, 6 h | P10636; note: nearly all actives have a fitted effect of over 55% in size
# Target sequence (P10636 561-689 P618L limits assumed): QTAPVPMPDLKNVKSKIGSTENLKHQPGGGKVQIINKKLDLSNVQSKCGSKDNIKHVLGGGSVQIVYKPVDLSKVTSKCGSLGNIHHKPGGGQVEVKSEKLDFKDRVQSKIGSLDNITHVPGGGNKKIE
#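 Human tau K18 […] P301L fragment, 15 uM unlabeled plus 0.24 uM Alexa 594-labeled tau (final), with compound and 20 uM heparin in 100 mM sodium acetate pH 7; 6 hr at 37 C, then Alexa 594 FP read.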
# Tau fluor cs: counter-screen for tau fibril formation inhibitors; tau K18 P301L Alexa594 fluorescence, heparin fibrillization; AID 1463; hit rate 0.93% among 280,000; Potency, µM (top dose mostly 57.7 µM), for the others: at the highest dose activity change, negative = decrease; note: nearly all actives have a fitted effect of over 55% in size
#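 Human tau K18 P301L (15 uM unlabeled, 0.24 uM Alexa 594-labeled) in 100 mM sodium acetate pH 7 with 20 uM heparin, 6 hr at 37 C. ThT 30 uM added, 1 hr ambient; Alexa 594 FP and total fluorescence read at 555/632 nm.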
# GLA spleen mod: alpha-galactosidase A (human) modulation; P06280; human spleen homogenate, 4MU-alpha-Gal fluorescence, 40 min; Potency, µM (doses to about 80 µM), without a hit: at the top dose activity change, negative = inhibition, hits mostly inhibitors; hit rate 0.008% among 240,000;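 note: 0% = enzyme with vehicle and -100% = no enzyme basal signal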
# Target sequence (P06280 32-429 limits assumed): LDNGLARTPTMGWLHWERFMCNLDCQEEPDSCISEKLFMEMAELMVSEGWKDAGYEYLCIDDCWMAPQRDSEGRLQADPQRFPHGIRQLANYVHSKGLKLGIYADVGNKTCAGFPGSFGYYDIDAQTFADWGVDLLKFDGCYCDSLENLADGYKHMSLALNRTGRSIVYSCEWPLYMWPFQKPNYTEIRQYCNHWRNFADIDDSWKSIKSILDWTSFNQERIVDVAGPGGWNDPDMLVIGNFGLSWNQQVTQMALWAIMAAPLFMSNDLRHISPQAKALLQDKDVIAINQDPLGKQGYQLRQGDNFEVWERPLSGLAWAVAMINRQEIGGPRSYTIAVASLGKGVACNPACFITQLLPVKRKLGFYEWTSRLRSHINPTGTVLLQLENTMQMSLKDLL
#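 Inhibition or activation of alpha-galactosidase in human spleen homogenate is scored by 4-MU fluorescence after 40 min at 37C, pH 5.0, with 1 mM substrate. AC50s come from concentration-response fitted to the Hill equation.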
# Tau ThT inhib: inhibitors of human tau fibril formation, thioflavin T binding; P10636; recombinant tau K18 P301L, heparin-induced fibrillization, ThT fluorescence; Potency, µM (titrated, usually from 57.4 µM), inactives show at the highest dose activity, negative = inhibition, most hits filed as inhibitors; hit rate 2.1% among 270,000; AID 1460; note: nearly all actives have a fitted effect of over 55% in size
#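 ThT emission at 510 nm, taken 1 hr after adding 30 uM dye, quantifies aggregates formed when 20 uM heparin acts on human tau K18 P301L for 6 hr at 37 C.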
# ALDH1A1 inh: ALDH1A1 (human) enzyme inhibition. P00352. Purified ALDH1A1, NADH fluorescence, propionaldehyde substrate. Potency, µM (top dose mostly 75.3 µM), without a hit: at the top dose activity, negative = inhibition, usual class: inhibitors. hit rate 7.3% among 220,000; active = well fitted inhibition curve with a large enough effect, not every such curve was filed as active; inconclusive = small, poorly fitted or top-dose-only effect, or another doubt; inactive = no such curve, though single readings can be large or run the other way;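 note: plate controls were no enzyme wells and a reference inhibitor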
# TR SRC2 fluor cs: Texas Red fluorescence interference in TRb-SRC2 counter-screen; TRb/SRC2 Texas Red total fluorescence interference; Potency, µM (titrated, usually from 106 µM), for inactives: at the top dose fluorescence change, negative = quenching; hit rate 0.29% among 280,000; AID 1479; active = well fitted curve in either direction with a large enough effect; inconclusive = small, poorly fitted or top-dose-only effect
#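 Flags fluorescent or light-absorbing compounds by total fluorescence, S + 2P, at 555 nm excitation and 632 nm emission. Mixture: 20 nM Texas Red SRC2 peptide, 0.6 uM human TRb LBD, 1 uM T3, 5% DMSO; compound exposure 5 h at ambient temperature.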
# TRb SRC2 PPI: TRbeta-SRC2 interaction inhibition | P10828 | TRbeta-SRC2 peptide binding, fluorescence polarization; receptor liganded with 1 µM T3 | Potency, µM (top dose mostly 106 µM), for the others: at the highest dose activity change, negative = inhibition, hits mostly inhibitors | hit rate 0.065% among 280,000;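 note: plate controls were bound peptide for no effect and peptide without receptor for full effect; nearly all actives have a fitted effect of over 50% in size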
# Target sequence (P10828 whole entry, looked up): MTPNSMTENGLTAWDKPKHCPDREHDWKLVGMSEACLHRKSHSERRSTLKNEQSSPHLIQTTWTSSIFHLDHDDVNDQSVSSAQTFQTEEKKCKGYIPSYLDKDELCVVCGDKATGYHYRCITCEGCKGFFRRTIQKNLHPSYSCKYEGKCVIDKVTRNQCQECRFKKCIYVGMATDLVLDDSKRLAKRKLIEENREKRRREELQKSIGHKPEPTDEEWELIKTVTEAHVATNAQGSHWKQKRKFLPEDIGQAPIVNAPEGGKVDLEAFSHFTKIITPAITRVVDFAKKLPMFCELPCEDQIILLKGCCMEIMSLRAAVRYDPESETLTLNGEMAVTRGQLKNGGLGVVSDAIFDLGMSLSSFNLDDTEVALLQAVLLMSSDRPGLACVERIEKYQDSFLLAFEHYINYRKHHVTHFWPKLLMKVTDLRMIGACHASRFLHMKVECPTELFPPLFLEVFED
#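 Human TRb LBD (0.6 uM) plus Texas Red-labeled SRC2 peptide (20 nM), 1uM T3, 5% DMSO, 5 hr at ambient temperature. Decreased polarization (555/632 nm) flags inhibition; data normalized to free and bound peptide controls.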
# Active calls of the source: *; ? = inconclusive; nt = no result given; [ ] = another dose, or the depositor's remark. Unless noted, calls come from the whole dose curve; as a rule, active = well fitted curve in the direction sought with a large enough effect; inconclusive = small, poorly fitted or top-dose-only effect, or another doubt; inactive = no such curve, though single readings can be large; an effect the other way counts as inactive or inconclusive. Unless noted, % is set by controls: 0 for no effect and ±100 for the full control effect; potency is the fitted concentration of half-maximal effect.
compound	L3MBTL1 block	Tau FP inhib	Tau fluor cs	GLA spleen mod	Tau ThT inhib	ALDH1A1 inh	TR SRC2 fluor cs	TRb SRC2 PPI
CCCS(=O)(=O)N1CCn2c(nc3ccccc32)C1	nt	5%	-8%	-5%	-10%	8%	-4%	-4%
CCOc1ccc(N2CC(C(=O)Nc3ccc4c(c3)OCO4)CC2=O)cc1 (stereo unspecified)	8%	-4%	0%	1%	5%	21%	-3%	-12%
CCOc1ccc(C(=O)Nc2ccccc2OCc2cc(=O)n3ccccc3n2)cc1	nt	-4%	-6%	nt	4%	nt	1%	-12%
CCOC(=O)C1CCN(Cc2c(F)cccc2Cl)CC1	24%[11.4 µM]	1%	8%	-4%	5%	-8%	0%	15%
C=CCn1c(C)cc(/C([O-])=C(/C(=S)Nc2ccc(OC(F)F)cc2)[n+]2ccc(N(C)C)cc2)c1C	1%[11.4 µM]	-6%	-13%	2%	?	?	3%	5%
Clc1ccc(-c2nnc3sc(Cc4cccs4)nn23)c(Cl)c1	-2%	8%	-6%	12%	-12%	?	-1%	1%
CCN(C(=O)C(C)Cl)c1ccccc1 (stereo unspecified)	22%	0%	3%	3%	6%	4%	-1%	5%
Cc1nc(N2CCN(S(=O)(=O)c3ccccc3)CC2)c2cc(-c3ccccc3)sc2n1	nt	-6%	-18%	1%	-8%	?	-2%	2%
CCCOc1cccc(C(=O)N2CCCCC2CCN2CCCCC2)c1 (stereo unspecified)	nt	7%	3%	nt	-1%	nt	-1%	-6%
COc1ccc(NC(=O)CN2C(=O)CCn3nc(-c4cccn4C)cc32)cc1	nt	2%	3%	nt	6%	nt	-4%	4%
Cc1ccc(S(=O)(=O)N(CC(=O)NN=C2CCN(C)CC2)c2ccc(F)cc2)cc1	nt	0%	-6%	4%	-4%	?	0%	-3%
CC(=O)c1nn(-c2ccc(Br)cc2)cc1C(=O)c1ccco1	2%	-5%	-6%	5%	-9%	?	4%	7%
O=C(NCc1ccc(Cl)cc1)C1CCN(C(=O)c2cnn(-c3ccccc3)c2-n2cccc2)CC1	nt	7%	-6%	nt	-10%	nt	0%	-1%
COC(=O)C1=C(C(=O)OC)[C@@H]2N(Cc3ccccc3)c3ccccc3[C@@]23C[C@@H](CO)N(C(=O)NC2CCCC2)C3=N1	nt	5%	-6%	0%	-1%	nt	-3%	9%
CC(C)(C)NC(=S)N/N=C/c1cc(Br)c(O)c(Br)c1	-1%	-8%	?	?	?	nt	0%	-10%
Cc1cccc(-n2ncc(C(=O)N3CCC(C)CC3)c2C2CCN(C(=O)OC(C)(C)C)CC2)c1	nt	9%	-4%	nt	-9%	nt	-5%	-2%
COc1cc(NC(=O)c2nn(-c3ccc(C)cc3)c(=O)c3c2c2ccccc2n3C)cc(OC)c1OC	nt	0%	-8%	nt	-4%	nt	-2%	0%
COc1ccc(Cl)cc1NC(=O)Cn1nc(C(F)(F)F)c2c1CCC2	nt	-13%	?	nt	-10%	nt	4%	3%
CC(=O)O[C@H]1CC[C@H]2[C@@H]3CCc4cc(O)ccc4[C@H]3CC[C@]12C	-6%	-7%	-19%	-11%	-8%	0%	-2%	4%
CC1(C)CC(O)C(C)(C)N1O (stereo unspecified)	48%[activator]	-4%	6%	-16%	9%	10%	-2%[53 µM]	-18%[53 µM]
COC(/C=C/Nc1ccc(OC)cc1)=C(C#N)C#N	-2%	8%	-2%	13%	-15%	17%	-2%	-14%
CCN1CC(C)C(O)(c2ccccc2)CC1C (stereo unspecified)	nt	?	-10%	11%	-9%	4%	0%	0%
Cc1ccc(C2CC(=O)Nc3c2c(C)nn3-c2nc(C)cc(C)n2)c(C)c1 (stereo unspecified)	nt	0%	-5%	nt	-3%	nt	10%	-5%
COc1ccc(NC(C)=O)cc1NC(=O)CN1CCN(S(=O)(=O)c2ccc(C(C)C)cc2)CC1	5%	-3%	3%	5%	5%	3%	-2%	-12%

# One compound at a time, as listed above. Values in the order: L3MBTL1 block	Tau FP inhib	Tau fluor cs	GLA spleen mod	Tau ThT inhib	ALDH1A1 inh	TR SRC2 fluor cs	TRb SRC2 PPI
# Results for COc1ccc(NC(C)=O)cc1NC(=O)CN1CCN(S(=O)(=O)c2ccc(C(C)C)cc2)CC1 = 5%	-3%	3%	5%	5%	3%	-2%	-12%
# Results for Cc1ccc(C2CC(=O)Nc3c2c(C)nn3-c2nc(C)cc(C)n2)c(C)c1 (stereo unspecified) = nt	0%	-5%	nt	-3%	nt	10%	-5%

# New compounds follow.
compound	L3MBTL1 block	Tau FP inhib	Tau fluor cs	GLA spleen mod	Tau ThT inhib	ALDH1A1 inh	TR SRC2 fluor cs	TRb SRC2 PPI
Cc1csc2ncc(C(=O)Nc3ccon3)c(=O)n12	7%	4%	3%	?	7%	?	0%	6%
O=C(CSCc1ccc(Cl)cc1)Nc1ccc(S(=O)(=O)N2CCCCCC2)cc1	9%	?	?	0%	4%	?	-1%	0%
CCC(C)NC(=O)Cn1nc(C(F)(F)F)c2c1CCCC2 (stereo unspecified)	-1%	-3%	-4%	-1%	-3%	1%	0%	-14%
O=C1C2C3C=CC(CC3)C2C(=O)N1/N=C/c1c(O)ccc2ccccc12 (stereo unspecified)	-17%	-13%	-12%	1%	-7%	?	-1%	-3%
CCC(CO)NC1=CC(=O)CCC1 (stereo unspecified)	27%	-3%	-4%	-3%	-3%	10%	-1%	-6%
Fc1ccc(C(CCNCc2cccs2)c2ccco2)cc1 (stereo unspecified)	-5%	3%	-20%	9%	-15%	nt	-2%	-7%
COc1cccc(-n2nnnc2SCC(=O)Nc2cccc(NC(C)=O)c2)c1	-2%	-5%	-12%	-5%	-2%	7.1µM*	0%	6%
O=C(NCc1ccccc1Cl)C1CCN(C(=O)N2CCOc3ccccc32)CC1	nt	-9%	-6%	nt	0%	nt	-11%	-3%
CCNC(=S)NNC(=S)NCc1ccccc1	-16%	1%	4%	-1%	8%	-3%	-3%	4%
O=C1CCN(C(=O)Nc2ccccc2Cl)N1	6%	?	-8%	8%	-18%	?	-2%	1%
CCOc1ccc(NC(=O)c2ncoc2-c2ccco2)cc1	nt	3%	-18%	nt	?	nt	1%	-6%
Cc1ccc(S(=O)(=O)N2CCC(=O)N([C@H](COCc3ccc(Cl)cc3)Cc3ccccc3)CC2)cc1	nt	6%	-9%	-13%	-13%	?	3%	1%
COc1ccc(NC(=O)c2ccc3ccccc3c2)cc1NS(=O)(=O)c1ccc(F)cc1	-8%	-7%	?	3%	1%	25%	0%	5%
Cc1ccnc(N2CCC(C(=O)Nc3cccc(C(F)(F)F)c3)CC2)n1	48%[activator]	-1%	-29%	-4%	-13%	-19%	-10%	-3%
Cc1c(Cl)cccc1NC(=O)NCCOCCn1c(=O)oc2ccccc21	nt	-3%	?	nt	-17%	nt	-1%	-1%
C=CCn1c(SCC(=O)N2CCCCC2)nnc1-c1ccncc1	9%	-5%	-2%	3%	2%	-14%	-1%	9%
CC12CCC(C)(c3nc4ccccc4nc31)C2(C)C	8%	4%	6%	9%	-3%	5%	3%	3%
CCC/C(=N\NC(=O)CNC(=O)/C=C/c1ccco1)c1ccccc1	-14%	3%	5%	5%	2%	-6%	4%	7%
O=C(CNC(=O)c1ccccc1F)OCc1cc(=O)n2nc(C3CCCCC3)sc2n1	nt	0%	-8%	nt	?	nt	-1%	2%
CCc1c(SCCC(=O)O)nc2ccccc2c1C	0%	9%	1%	2%	-9%	-8%	-7%	-1%
O=C(Nc1cccc(C(F)(F)F)c1)c1ccco1	6%	-1%	0%	7%	-8%	10%	0%	-13%
Cc1ccccc1OCc1nc(-c2ccc(-n3cccc3)cc2)no1	0%	-1%	-6%	-2%	?	7%	-5%	-1%
C#CCOC(=O)c1ccccc1C(=O)OCC#C	3%	7%	3%	-3%	-6%	4%	-6%	-2%
O=C(O)c1cc(NN=Nc2ccc(Br)cc2)cc([N+](=O)[O-])c1	-6%	1%	-28%	12%	14µM*	6.3µM*	1%	6%
O=C(NNC(=O)c1ccccc1Cl)c1ccccc1Cl	-2%	-5%	-19%	-6%	-14%	7%	-6%	-3%
Cn1cccc1CNC1CCCCC1	nt	3%	-8%	1%	-5%	7%	-4%	-7%
CCOC(=O)Cc1nn(Cc2ccc(Cl)cc2)c(=O)c2ccccc12	-20%	-4%	-7%	-5%	-7%	-1%	-1%	-5%
CC1=NN(c2ccccc2)C(=O)/C1=C/C=C/c1ccccc1	?	?	?	5%	16µM*	?	-1%	-8%
O=C(Cn1ccc2cc(S(=O)(=O)N3CCCCCC3)ccc21)NCc1ccccc1Cl	nt	0%	-27%	nt	7%	nt	-1%	10%
CC1=NC2(CCCc3c2no[n+]3[O-])N(O)C1(C)C (stereo unspecified)	0%	-3%	10%	-3%	13%	15%	-7%	-1%
COC(=O)N1[C@H](C)C=C[C@]1(Cc1ccccc1)C(=O)NCc1ccc(C)o1	nt	?	-6%	-14%	?	?	0%	8%
O=C(Nc1ccc(Br)cc1F)C1CCCN(S(=O)(=O)c2cnc[nH]2)C1 (stereo unspecified)	nt	6%	3%	3%	-1%	4%	2%	-14%
CN(C)S(=O)(=O)c1cccc(NC(=O)COC(=O)c2ccc3c(c2)OCO3)c1	10%	-7%	-14%	6%	-1%	-12%	0%	-2%
O=C(NNC1CC(=O)N(c2ccc(Cl)cc2)C1=O)c1ccccc1Cl (stereo unspecified)	1%	-1%	0%	4%	-4%	8%	-1%	-5%
CCCCC(=O)NC(c1ccc([N+](=O)[O-])cc1)c1c(O)ccc2ccccc12 (stereo unspecified)	-16%	-15%	?	3%	?	-6%	-4%	0%
NC1=NC2(CCN(Cc3ccccc3)CC2)n2c(nc3ccccc32)N1	nt	-2%	-4%	-1%	-11%	?	0%	8%
CC1(C)Cc2ccccc2-c2nnc(-c3ccccn3)n21	2%	4%	15%	0%	12%	7%	-1%	3%
CC(C(=O)Nc1ccccc1Cl)N(c1ccccc1)S(C)(=O)=O (stereo unspecified)	2%	-5%	-4%	5%	-3%	-4%	3%	0%
Cc1ccc(-c2noc(-c3ccccc3C(=O)N3CCCC3)n2)cc1	-4%	-6%	-1%	10%	-12%	?	1%	1%
